Assay outcomes from PubChem.
KOR beta-arrestin-1 – KOR antagonists, beta-arrestin recruitment, cell-based, luminescence, uHTS (AID 1778); KOR beta-arrestin recruitment, luminescence, antagonist mode; higher % means a stronger effect; inhibition, % at 10 µM; hits with a dose series show IC50 in µM; 290,000 compounds, 0.091% hits; note: strong numbers were not always called active
Dynein cargo inh – dynein cargo transport inhibition | 3617.4 mouse cells, GR-EGFP nuclear translocation imaging; test concentration mostly 20 µM; stimulated with dexamethasone, 1 µM; stronger effect = lower value | 220,000 compounds, 0.47% hits | z-score, hits read low;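 active = plate z-score of nuclear minus cytoplasmic receptor signal below a set negative limit, without overly bright fluorescence or cell loss, cut at about -3.5 in these data, passing the limit was not always enough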;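 note: z-score of nuclear minus cytoplasmic ring GR-EGFP intensity difference per well; some compounds called inactive have numbers as strong as hits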
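Buffer or medium: Induction medium lacking tetracycline, stripped serum | Also added: Dexamethasone agonist, 1.0 µM final, for 30 min | Timing: 48 h induction, 1 h compound, 30 min dex at 37 °C | Detection: Formaldehyde fixation, Hoechst nuclear stain, 10x automated fluorescence imaging | Measure: Nuclear versus cytoplasmic GR-EGFP signal, averaged per well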
AID2073 – inhibitors of Mint1-CaV2.2 protein interaction, biochemical, HTRF (AID 2073); 290,000 compounds, 0.19% hits; HTRF protein-protein interaction, Mint1-CaV2.2; higher % means a stronger effect; inhibition, % at 20 µM; hits with a dose series show IC50 in µM; in the data active = inhibition mostly above about 51%, no sharp cut-off; inconclusive = no clear call, values can overlap the other calls; inactive = mostly below about 53%; note: some results filed as inactive read as strong as hits
GPR55 activation – selective activators of receptor GPR55 – imaging, U2OS cells, beta-arrestin-GFP redistribution, primary screen (AID 1961). U2OS GPR55 beta-arrestin-GFP redistribution imaging; higher % means a stronger effect. activation, % at 10 µM; hits with a dose series show EC50 in µM. 290,000 compounds, 0.048% hits;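 active = activation above 40% with more than 50 cells counted in the well; inconclusive = wells holding fewer than 50 cells, flagged as toxic or sparse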;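 note: U2OS osteosarcoma cells stably expressing GPR55 and beta-arrestin-GFP; plate controls were DMSO negative control for no effect and LPI positive control for full effect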
M17LAP inhibition – P. falciparum M17LAP inhibitors, primary screen, biochemical, fluorogenic H-Leu-NHMec substrate, 1536-well (AID 1619) | recombinant M17LAP, H-Leu-NHMec fluorogenic kinetic assay; higher % means a stronger effect | inhibition, % at 30 µM; hits with a dose series show IC50 in µM | 220,000 compounds, 0.38% hits;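 active = compound inhibiting the enzyme by more than half at any dose during confirmatory dose-response retesting; inconclusive = strong single-dose inhibitors picked by rank but not retested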;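 note: plate controls were full reaction with DMSO carrier for no effect and no enzyme background for full effect; strong numbers were not always called active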
M1AAP inhibition – malaria alanyl aminopeptidase activity blockers – biochemical, fluorogenic H-Leu-NHMec substrate, 1536-well (AID 1445) | recombinant M1AAP, H-Leu-NHMec fluorogenic kinetic assay; higher % means a stronger effect | inhibition, % at 30 µM; hits with a dose series show IC50 in µM | 220,000 compounds, 0.42% hits;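 active = primary inhibition above the hit cutoff, then over 50% inhibition at one or more dose response concentrations, cut at about 23% in these data, passing the limit was not always enough; inconclusive = conflicting primary data, or primary hits not chosen for dose response; inactive = low primary inhibition, or under 50% at every dose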;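 note: plate controls were DMSO full reaction for no effect and no enzyme background for full effect; strong numbers were not always called active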
NOD1 inhibition – NOD1 signaling inhibitors, primary screen, cell-based, luminescence, uHTS (AID 1578). NOD1-driven NF-kB luciferase reporter cells, luminescence; higher % means a stronger effect. inhibition, % at 4 µM, or EC50 in µM where a hit was titrated. 290,000 compounds, 1% hits; in the data active = inhibition mostly above about 36%, no sharp cut-off; inactive = mostly below about 34%;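 note: HEK-293T reporter cells stimulated with the NOD1 agonist gamma-tri-DAP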
HEK293 NOD2/NF-kB – inhibition of NOD2-driven NF-kB reporter – cell-based, luminescence, uHTS, HEK293 (AID 1566); one-dose inhibition, % at 4 µM; EC50 in µM for titrated hits; HEK293 NOD2/NF-kB luciferase reporter, luminescence; higher % means a stronger effect; 290,000 compounds, 0.63% hits; note: many of its hits are not listed in these tables
KOR beta-arrestin-2 – KOR agonists, beta-arrestin recruitment, primary screen, cell-based, luminescence, uHTS (AID 1777); KOR beta-arrestin recruitment, luminescence; higher % means a stronger effect; activation, % at 10 µM; hits with a dose series show EC50 in µM; 280,000 compounds, 0.02% hits; in the data active = activation above about 50%, passing the limit was not always enough; note: a part of the inactive calls stands beside numbers as strong as those of hits
Dynein cargo inh cytoplasmic EGFP – further read-out of Dynein cargo inh, marked with its call; z-score; measured here: cytoplasmic GR-EGFP intensity; stronger effect = higher value
Dynein cargo inh nuclear GR-EGFP – recorded beside Dynein cargo inh, whose call it bears; z-score; measured here: nuclear GR-EGFP intensity;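 lower value marks the stronger effect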
Dynein cargo inh cell count – second read-out of Dynein cargo inh, no call of its own (marks repeat the call); z-score; measured here: cell count per field
Numbers without * were called inactive; u = inconclusive; x = not tested or not shown; [ ] = another dose, or the depositor's remark. Cut-off read from the data, not from the text of the source, unless noted: active = inhibition above about 50%; inactive = the rest. Some of the compounds tested. The share of hits here may be higher or lower than overall.

SMILES	KOR beta-arrestin-1	Dynein cargo inh	Dynein cargo inh cytoplasmic EGFP	Dynein cargo inh nuclear GR-EGFP	Dynein cargo inh cell count	AID2073	GPR55 activation	M17LAP inhibition	M1AAP inhibition	NOD1 inhibition	HEK293 NOD2/NF-kB	KOR beta-arrestin-2
CCOc1ccc(NC(=O)CCC(=O)c2ccc(Br)cc2)cc1	-1%	x	x	x	x	17%	-0.2%	x	x	-15%	-3%	-2.2%
Cc1ccc(S(=O)(=O)/N=C(/c2ccccc2)N2CCOCC2)cc1	-8%[20 µM]	0.62	-0.17	0.42	0.71	1%	-0.1%	-3%	-2%	7%	2%	x
COc1cc(-c2cccs2)cc(=O)c2c(C)oc(C)c12	16%	-0.67	-0.067	-0.24	0.04	12%	-0.3%	20%	5%	-22%	15%	-2.6%
CC(=O)NN1CCc2cc3ccc(C)cc3nc21	18%	x	x	x	x	17%	0.4%	x	x	1%	8%	-3.5%
O=C1[C@H]2[C@H](ON3CCCC[C@H]23)C(=O)N1c1ccc(Cl)cc1	13%	0.063	0.23	0.11	-0.58	14%	-0.4%	-2%	5%	-17%	-1%	-6.2%
COc1cccc(CNC(=O)CCNC(=O)c2ccccc2OC)c1	7%	x	x	x	x	1%	-0.1%	x	x	-40%	1%	-0.4%
Cn1cc(S(=O)(=O)c2ccccc2)c(=O)c2cc(Cl)ccc21	-30%	x	x	x	x	-4%	0.0%	x	x	-26%	12%	1.8%
COc1ccc(NC(=O)N(C2CCCCC2)C(C)c2ccco2)c(OC)c1 (stereo not drawn)	12%	-0.35	-0.18	0.087	0.004	u	-0.1%	10%	-1%	27%	7%	-4.9%
O=C(OCc1c(Cl)cccc1Cl)c1cccnc1Cl	7%	0.12	-0.23	0.35	1.1	5%	-0.1%	0%	3%	-1%	4%	1.5%
COc1cccc(/C=N/NC(=O)CSc2cccc3cccnc23)c1	13%	0.082	-0.14	1	-1.3	-19%	-0.2%	-10%	0%	33%*	-16%	6.9%
CCn1cc(C(=O)Nc2cccc(C)c2)c(=O)c2ccc(C)nc21	-12%	0.015	-0.1	0.81	0.02	47%	2.2%	2%	6%	-21%	-5%	-1.6%
COCCN(C(=O)CSc1nnc2cc(C)c3ccccc3n12)c1c(N)n(Cc2ccccc2)c(=O)[nH]c1=O	-20%	0.84	-0.23	0.53	-0.88	0%	1.8%	8%	8%	-33%	0%	1.1%

Arranged by molecular weight (lowest first): 5 of the compounds above
SMILES	KOR beta-arrestin-1	Dynein cargo inh	Dynein cargo inh cytoplasmic EGFP	Dynein cargo inh nuclear GR-EGFP	Dynein cargo inh cell count	AID2073	GPR55 activation	M17LAP inhibition	M1AAP inhibition	NOD1 inhibition	HEK293 NOD2/NF-kB	KOR beta-arrestin-2
CC(=O)NN1CCc2cc3ccc(C)cc3nc21	18%	x	x	x	x	17%	0.4%	x	x	1%	8%	-3.5%
O=C1[C@H]2[C@H](ON3CCCC[C@H]23)C(=O)N1c1ccc(Cl)cc1	13%	0.063	0.23	0.11	-0.58	14%	-0.4%	-2%	5%	-17%	-1%	-6.2%
O=C(OCc1c(Cl)cccc1Cl)c1cccnc1Cl	7%	0.12	-0.23	0.35	1.1	5%	-0.1%	0%	3%	-1%	4%	1.5%
COc1ccc(NC(=O)N(C2CCCCC2)C(C)c2ccco2)c(OC)c1 (stereo not drawn)	12%	-0.35	-0.18	0.087	0.004	u	-0.1%	10%	-1%	27%	7%	-4.9%
COCCN(C(=O)CSc1nnc2cc(C)c3ccccc3n12)c1c(N)n(Cc2ccccc2)c(=O)[nH]c1=O	-20%	0.84	-0.23	0.53	-0.88	0%	1.8%	8%	8%	-33%	0%	1.1%

Further results:
SMILES	KOR beta-arrestin-1	Dynein cargo inh	Dynein cargo inh cytoplasmic EGFP	Dynein cargo inh nuclear GR-EGFP	Dynein cargo inh cell count	AID2073	GPR55 activation	M17LAP inhibition	M1AAP inhibition	NOD1 inhibition	HEK293 NOD2/NF-kB	KOR beta-arrestin-2
O=c1[nH]c2ccccc2nc1C(Cl)c1ccccc1 (stereo not drawn)	4%	-0.53	-0.24	-0.13	1	3%	0.3%	19%	10%	-40%	-9%	0.8%
O=C(Nc1ccccc1Oc1cccnc1)C1CCCN(Cc2ccccc2O)C1 (stereo not drawn)	1%	x	x	x	x	9%	-0.1%	x	x	-12%	20%	-2.1%
O=C(COc1cccc2ccccc12)Nc1ccc(Cl)cc1C(=O)O	-50%	x	x	x	x	11%	-0.1%	x	x	x	x	-0.4%
Cc1ccc(SCCC(=O)Nc2ccccc2C(=O)NC2CCCCC2)cc1	5%	1.5	0.27	2.6	-2.1	12%	-0.3%	3%	0%	18%	20%	5.3%
COCC(C)n1c(C)cc(C(=O)COC(=O)c2n[nH]c3ccccc23)c1C (stereo not drawn)	38%	0.24	-0.26	0.47	0.16	2%	0.2%	9%	9%	0%	-20%	-6.4%
CC(=O)Nc1ccc(Nc2ncnc3c2cnn3-c2ccc(C)cc2C)cc1	-34%	-1.7	-0.22	-0.86	0.059	1%	-0.2%	-6%	1%	-23%	-10%	3.2%
O=C(COC(=O)Cc1ccc(Cl)cc1)Nc1c(F)cccc1F	-1%	-0.66	-0.22	-0.3	0.37	1%	-0.4%	-3%	9%	-44%	4%	-2.7%
O=C(Cc1cccs1)Nc1ccc2c(c1)C(=O)OC2	-2%	0.9	-0.036	0.9	-0.85	0%	-0.1%	-5%	0%	-11%	-2%	4.3%
COCC1CCCN(C(=O)c2ccc3oc(C(C)C)nc3c2)C1 (stereo not drawn)	-11%	x	x	x	x	-1%	-0.1%	x	x	-36%	-4%	2.6%
COc1ccc(N2CCC(CNC(=S)Nc3cccc(OC)c3)C2)cc1 (stereo not drawn)	33%	1.5	-0.14	0.83	-0.78	-11%	-0.2%	-8%	0%	-24%	2%	3.3%
Cc1cc(C)c(-n2c(C)cc(/C=C3/NC(=O)NC3=O)c2C)c(C)c1	-14%	0.66	0.16	-0.19	-1.9	-3%	0.2%	1%	14%	10%	-4%	3.2%
COC(=O)c1ccc(C)c(NC(=S)NCc2ccc(Cl)cc2)c1	0%	-0.063	-0.23	-0.19	-0.16	-2%	-0.1%	4%	3%	-1%	7%	-0.9%
COc1ccc(/C(O)=C2/C(=O)C(=O)N(CCCN3CCOCC3)C2c2ccc(C)cc2)cc1 (stereo not drawn)	-5%[20 µM]	x	x	x	x	10%	0.3%	x	x	-15%	5%	-1.8%
COc1ccc(-n2nc(C(=O)NCC(=O)NCCCN3CCOCC3)c3ccccc3c2=O)cc1Cl	6%	x	x	x	x	4%	0.6%	x	x	-15%	32%	3.2%
Cc1ccc(C(=O)CSc2nn3c(=O)c(C(C)(C)C)nnc3s2)cc1	1%	0.19	-0.11	0.37	-0.35	-28%	1.7%	20%	-4%	8%	20%	-1.1%
O=C(O)C1C2CCC(O2)C1C(=O)Nc1ccc(O)cc1 (stereo not drawn)	-48%	0.57	-0.27	0.39	-0.27	5%	-0.2%	-1%	-1%	23%	7%	-1.3%
O=C(CCNC(=O)C1CCN(S(=O)(=O)c2ccc(F)cc2)CC1)NC1CC1	-4%	x	x	x	x	10%	0.6%	x	x	-7%	5%	7.4%
CC(C)(C)CNc1cc(N2CCCC2)ccc1[N+](=O)[O-]	12%	-0.2	-0.16	-0.33	0.31	6%	0.2%	-7%	-1%	-1%	7%	9.0%
CCOc1ccc(S(=O)(=O)N2CCN(c3ncccn3)CC2)cc1	-19%	x	x	x	x	-3%	-0.2%	x	x	-13%	6%	2.1%
CC(=O)C1=C(C)NC(SCC(N)=O)=C(C#N)C1C (stereo not drawn)	-13%	-0.5	-0.25	-0.37	0.45	-19%	0.1%	12%	-5%	8%	0%	-2.2%
N/C(=N\OC(=O)c1cc([N+](=O)[O-])ccc1Cl)c1ccccn1	-21%	0.4	-0.15	0.75	-0.87	-1%	2.0%	9%	-1%	4%	8%	6.4%
O=C(CN1CCN(c2ccccn2)CC1)NCCc1ccccc1	10%	-0.63	-0.19	-0.22	0.51	3%	0.1%	7%	0%	-4%	-22%	-5.9%
CCOC(=O)C(C(=O)Nc1ccccc1C)C1CCCCC1 (stereo not drawn)	13%	-0.99	-0.024	-0.32	0.64	9%	-0.1%	-2%	-5%	-2%	7%	-3.3%
O=C(COC(=O)c1ccc(Cl)c(S(=O)(=O)N2CCN(c3ccc(F)cc3)CC2)c1)Nc1cccc(Cl)c1	-33%	-0.24	-0.29	-0.47	0.54	3%	-0.3%	10%	-5%	18%	6%	10%
CC1(C)CCc2cc(-c3ccnc(=S)[nH]3)ccc2O1	-9%	1.4	-0.2	0.71	-0.91	13%	-0.2%	8%	34%	-17%	-147%	0.4%
Cc1ccc(C(=O)Nc2ccccc2N2CCCCC2)cc1	-10%	x	x	x	x	4%	-0.1%	x	x	-18%	6%	5.6%
NC(=O)c1cc(S(=O)(=O)NCCc2ccc(S(N)(=O)=O)cc2)cs1	9%	x	x	x	x	5%	0.2%	x	x	-21%	5%	-3.3%
Fc1ccc(OCc2nc(-c3ccc(Br)o3)no2)c(F)c1	-2%	-1	-0.23	-0.61	0.43	3%	-0.2%	3%	4%	-39%	-17%	-1.4%
Cc1c(CNC2CCCC2)c(C(=O)O)c(C)n1Cc1ccccc1	0%	2.3	0.041	1.3	-1.8	6%	0.5%	-4%	5%	-27%	10%	2.0%
CCn1ncc(/C=C/C(=O)c2ccccc2)c1C	-9%	0.17	0.05	0.85	-1.7	4%	0.0%	3%	10%	6%	-32%	1.8%
Cc1cc(NC(=O)C2CC(=O)N(c3cccc(C)c3C)C2)no1 (stereo not drawn)	-34%	x	x	x	x	6%	0.0%	x	x	-32%	-6%	3.2%
CCNC(=O)c1ccccc1CCc1ccccc1	-2%[20 µM]	-0.69	-0.21	-0.0068	0.31	2%	0.2%	1%	7%	-12%	17%	-4.4%
C/C(=N\Nc1ccc([N+](=O)[O-])cc1)c1cc2ccccc2o1	-18%[20 µM]	0.7	2.7	1	-0.72	14%	-0.1%	-2%	3%	-15%	-32%	-6.6%
COc1ccc(C(=O)O)cc1F	-33%	-0.72	-0.43	-0.24	0.95	4%	-0.2%	-3%	-2%	-26%	13%	8.5%
